PAD4 FP inh – PAD4 (human) enzyme inhibition | Q9UM07 | recombinant PAD4, RCA probe fluorescence polarization | inhibition, % at 6.36 µM | 330,000 tested, 0.41% active | AID 485272;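 active = percent inhibition above a cutoff equal to the mean of all tested compounds plus 3 SD, cut at about 15% in these data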;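 also: 0% = PAD4 with RCA probe and DMSO and 100% = probe without PAD4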
Target sequence (Q9UM07 whole entry, looked up): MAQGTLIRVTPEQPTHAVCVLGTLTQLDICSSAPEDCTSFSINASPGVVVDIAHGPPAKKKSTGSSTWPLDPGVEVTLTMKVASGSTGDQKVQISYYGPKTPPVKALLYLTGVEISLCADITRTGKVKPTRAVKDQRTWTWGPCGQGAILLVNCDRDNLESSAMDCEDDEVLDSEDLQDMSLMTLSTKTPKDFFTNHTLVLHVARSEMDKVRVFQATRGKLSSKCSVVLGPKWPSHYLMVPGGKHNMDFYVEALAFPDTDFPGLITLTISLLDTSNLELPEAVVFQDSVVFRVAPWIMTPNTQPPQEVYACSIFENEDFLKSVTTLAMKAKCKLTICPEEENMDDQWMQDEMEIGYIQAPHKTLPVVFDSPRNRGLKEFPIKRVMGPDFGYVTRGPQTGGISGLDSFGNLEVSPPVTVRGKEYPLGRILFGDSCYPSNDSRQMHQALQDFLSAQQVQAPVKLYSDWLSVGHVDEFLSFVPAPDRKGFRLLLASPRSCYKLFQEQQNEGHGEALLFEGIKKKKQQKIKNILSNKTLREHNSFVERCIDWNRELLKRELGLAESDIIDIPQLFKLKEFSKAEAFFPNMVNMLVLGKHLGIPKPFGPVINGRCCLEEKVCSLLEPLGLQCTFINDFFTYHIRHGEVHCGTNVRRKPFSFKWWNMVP
LYPLA2 inh – LYPLA2 (human) inhibition in PME1 counter-screen; O95372; recombinant LYPLA2, FP-Rh probe fluorescence polarization; inhibition, % at 5.9 µM; 320,000 tested, 0.38% active; AID 2177;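 active = inhibition above the screen-wide mean plus 3 SD, limit set per campaign, cut at about 26% in these data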;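 also: 0% = LYPLA2 with DMSO and 100% = wells lacking LYPLA2 enzyme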
LYPLA1 inh – counter-screen for PME1 inhibitors: inhibitors of human LYPLA1; O75608; recombinant LYPLA1, FP-Rh probe fluorescence polarization; inhibition, % at 5.9 µM; 320,000 tested, 0.16% active;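 active = inhibition above the mean of all tested compounds plus 3 SD, set per campaign, cut at about 14% in these data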;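 also: inhibitors block serine hydrolase probe labeling of LYPLA1 so polarization falls; 0% = enzyme with DMSO and 100% = wells lacking LYPLA1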
GSTO1 inh – GSTO1 inhibition, counter-screen for RBBP9 inhibitors; recombinant GSTO1, activity-based probe fluorescence polarization; inhibition, % at 5.96 µM; 300,000 tested, 1.1% active; AID 1974;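 active = inhibition above the campaign mean inhibition plus 3 SD, cut at about 35% in these data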;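 also: 0% = GSTO1-1 with DMSO and 100% = wells lacking GSTO1-1 enzyme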
PREPL inhibitor – inhibits the human prolyl oligopeptidase-like enzyme; inhibition, % at 5.96 µM; 320,000 tested, 0.68% active; Q4J6C6; recombinant PREPL, fluorescence polarization activity-based probe; in the data active = inhibition above about 43%;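 also: 0% = enzyme with DMSO and 100% = wells lacking enzyme; many of its hits are not listed in these tables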
EBNA-1 inhibitor – blocks EBNA-1 binding to DNA. EBNA-1 DNA binding, fluorescence polarization. inhibition, % at 14.8 µM. 300,000 tested, 0.34% active; in the data active = inhibition above about 28%
PAFAH2 FP inh – PAFAH2 (human) inhibition. Q99487. recombinant PAFAH2, FP-rhodamine activity probe, fluorescence polarization. inhibition, % at 3.39 µM. 340,000 tested, 0.99% active. AID 492956;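 active = inhibition above the mean over all tested compounds plus 3 SD, cut at about 30% in these data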;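 also: inhibitors block probe labeling of enzyme so polarization drops; 0% = enzyme with DMSO and 100% = wells lacking PAFAH2 protein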
PAFAH1B3 inh – inhibitors of human PAFAH1B3 | 340,000 tested, 0.28% active | AID 492972 | Q15102 | inhibition, % at 3.39 µM | recombinant PAFAH1B3, FP-rhodamine probe, fluorescence polarization;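 active = inhibition above the screen-wide average of all tested compounds plus 3 SD, cut at about 25% in these data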;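 also: 0% = enzyme with DMSO only and 100% = wells lacking PAFAH1B3 protein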
Target sequence (Q15102 whole entry, looked up): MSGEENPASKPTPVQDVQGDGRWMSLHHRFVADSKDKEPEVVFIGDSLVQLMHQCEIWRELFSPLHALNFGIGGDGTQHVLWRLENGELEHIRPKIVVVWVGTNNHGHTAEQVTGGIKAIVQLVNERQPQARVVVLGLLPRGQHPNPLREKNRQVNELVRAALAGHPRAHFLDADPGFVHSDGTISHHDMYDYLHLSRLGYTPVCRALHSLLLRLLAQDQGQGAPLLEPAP
ZTA counter – blocks Epstein-Barr virus ZTA, an EBNA-1 counter-screen | AID 2234 | P03206 | ZTA-DNA binding, fluorescence polarization | 320,000 tested, 0.15% active | inhibition, % at 11 µM; in the data active = inhibition above about 33%
Starred values were filed as active, the others as inactive; x = not tested or not shown.

SMILES | PAD4 FP inh | LYPLA2 inh | LYPLA1 inh | GSTO1 inh | PREPL inhibitor | EBNA-1 inhibitor | PAFAH2 FP inh | PAFAH1B3 inh | ZTA counter
NC[C@H](Cc1ccccc1)NCCCCC1CCCCC1 | -1 | 2 | -1 | x | -19 | x | 3 | 0 | -5
CC(Oc1cc2oc(=O)c3c(c2cc1Cl)CCC3)C(=O)NC1CC(C)(C)NC(C)(C)C1 (configuration not stated) | -3 | -3 | 0 | 2 | 2 | 5 | -2 | 9 | -1
Cc1cccc(NC(=O)C2CCN(S(=O)(=O)c3ccc4ccccc4c3)CC2)n1 | -4 | -3 | -1 | -9 | -8 | -5 | 3 | 2 | 2
CCC(=O)Nc1ccc(N2CCCCC2)cc1 | 0 | -2 | 1 | 3 | 11 | 5 | -1 | 0 | -12
CCOC(=O)c1nnn(-c2nonc2N)c1-c1ccc(OCC)cc1 | -4 | 6 | 1 | -6 | -4 | 2 | 8 | 6 | -8
Cc1ccc2nc(-c3cccnc3)cc(C(=O)Nc3ccc(F)cc3C)c2c1 | -5 | -2 | 1 | 2 | -16 | 6 | -4 | -1 | -3
CCCc1ccc(Oc2cc(N3CCOCC3)nc(-c3ccccc3)n2)cc1 | 1 | 6 | 1 | -4 | 8 | -4 | -5 | 6 | 7
CN(CC(=O)Nc1c(Cl)cccc1Cl)C(=O)c1ccc2nc[nH]c2c1 | 0 | 1 | 1 | 10 | 32 | -10 | 3 | 3 | -17
CCOC(=O)CON1C(=O)C(=O)N(OCC(=O)OCC)C2CCCCC21 (configuration not stated) | 3 | 9 | 5 | 4 | 7 | -2 | 2 | 3 | 4
Cc1cc(NC(=O)CSc2nnc(-c3ccco3)n2N)no1 | -11 | x | x | x | 17 | x | 8 | 12 | x
Cc1ccc(C(=O)N/C(=C\c2cccc([N+](=O)[O-])c2)C(=O)NCc2ccncc2)cc1 | 3 | -3 | -3 | -3 | 9 | -11 | -8 | 9 | -14
O=C(CCn1c(=O)c2ccccc2n(Cc2cccc([N+](=O)[O-])c2)c1=O)N1CCc2ccccc2C1 | -4 | 6 | 1 | 2 | -18 | 0 | -10 | 3 | -2
Cc1ccc(NC(=O)CSc2nnc(CNC(=O)c3ccccc3F)o2)cc1Cl | 2 | -3 | -2 | 0 | -24 | -7 | -1 | -7 | 6
CN(CC(=O)Nc1ccccc1Br)C(=O)C1CCN(C(=O)c2ccc(Cl)cc2)CC1 | -2 | 2 | 1 | -3 | 12 | -4 | -7 | -4 | -6
CCOC(=O)N1CCN(S(=O)(=O)c2ccc(C(=O)Nc3nnc(C)o3)cc2)CC1 | -1 | 2 | -1 | 0 | -7 | -7 | 16 | 3 | 3
O=S(=O)(NCCc1csc(-c2ccccc2)n1)c1cccnc1 | -4 | -2 | 0 | 20 | -2 | -16 | 8 | 5 | 11
CN1CCN(S(=O)(=O)c2cc(Cl)c(Cl)cc2Cl)CC1 | 3 | -1 | -1 | 9 | -8 | -3 | -2 | -8 | 4
CC(C)c1nc2ccccc2c2nnc(SCC(=O)NCc3ccco3)n12 | 6 | 0 | 1 | 6 | 6 | 4 | 5 | 7 | 3
CCOC(=O)CN1C(=O)N[C@@H](c2cccc(F)c2)C(C(=O)OC)=C1C | 4 | 1 | -3 | -3 | 12 | 11 | 1 | 5 | 5
CC(Sc1nn(-c2ccc(Cl)cc2)c(=S)s1)C(=O)NCC1CCCO1 (configuration not stated) | -1 | -2 | 0 | -4 | 1 | -6 | -1 | -1 | 2
CSc1ccccc1C(=O)NCc1cccnc1 | -7 | 2 | 2 | -12 | 9 | -2 | 4 | -6 | 6
CC(C)CNS(=O)(=O)c1ccc(OCC(=O)Nc2ccc3c(c2)OCO3)c(Cl)c1 | -4 | 10 | 1 | -3 | 2 | 10 | 0 | 5 | 1
CCCCOc1ccc(C(=O)NCC(=O)N(C)Cc2nc3ccccc3c(=O)[nH]2)cc1 | -7 | 1 | -1 | x | 3 | x | -7 | -3 | -15
CCn1c(CNc2cccc(C(F)(F)F)c2)n[nH]c1=S | -1 | 2 | -4 | 4 | -3 | 6 | -2 | 10 | 8
O=C(OCc1nc2ccccc2s1)c1cccc(S(=O)(=O)N2CCOCC2)c1 | -3 | 9 | -2 | 0 | 17 | -10 | 45* | 9 | -1
NC(=O)c1ccc(SCC(=O)OCC(=O)NCc2cccs2)c([N+](=O)[O-])c1 | 3 | -5 | -2 | x | 1 | x | 2 | 8 | 17
O=C(Nc1c(C(=O)N2CCOCC2)cnn1-c1ccccc1)c1ccccc1 | -2 | 4 | -1 | 2 | 9 | 7 | 5 | -1 | -13
Oc1c(C=C2N=c3ccccc3=N2)sc(=S)n1C1CCCC1 | -2 | -1 | -2 | -2 | -1 | 2 | 2 | -1 | 13
O=C(CN1C(=O)CCC1=O)NNc1ccc2ccccc2c1 | -3 | 0 | -2 | 8 | 8 | -3 | 3 | 13 | 16
COc1ccc(CSc2ncnc3sccc23)cc1F | 0 | 7 | -4 | 4 | 19 | 5 | -2 | 3 | 5
O=c1c2cc(Cl)ccc2[nH]c(=S)n1Cc1cccs1 | 0 | 5 | -3 | 7 | 12 | 4 | -7 | -7 | -9
Cc1cc(OCc2cc(C(=O)NCCN3CCCCC3CO)no2)cc(C)c1Cl (configuration not stated) | -4 | -5 | -10 | -3 | -15 | 1 | 9 | -1 | 14
Cc1cc(C)c(C#N)c(Oc2ccccc2)n1 | -2 | 4 | 2 | 14 | 22 | 5 | 4 | 1 | -4
CCC(C)NC(=O)CNC(=O)c1nn(-c2ccc(OC)cc2)c(=O)c2ccccc12 (configuration not stated) | 1 | 3 | -3 | 1 | 16 | 6 | -5 | -3 | -4
CCN(CC)S(=O)(=O)c1ccc2oc(Nc3ccccc3)nc2c1 | -7 | -2 | -11 | 1 | -5 | -19 | 15 | 8 | -16
O=C(CCN1CCOCC1)NNC(=O)c1ccc([N+](=O)[O-])cc1[N+](=O)[O-] | -5 | x | x | x | 4 | x | 1 | 4 | x
COc1ccccc1C(O)(C(=O)NN(C)c1ccccc1)c1ccccc1OC | 0 | 0 | -3 | -2 | 8 | -5 | 3 | 9 | -10
Cc1ccc2cc(CCNS(=O)(=O)c3ccc(Cl)cc3)c(=O)[nH]c2c1C | -1 | 1 | -1 | -5 | -10 | -11 | 10 | -2 | 4
COc1cc(N2Cc3ccccc3C2)ccc1C=O | -5 | 3 | 0 | -2 | 7 | -7 | 2 | 2 | 7
CC(C)N(C(=O)CSc1ccc(S(=O)(=O)N2CCCCC2)cn1)C(C)C | 1 | 1 | 4 | x | 11 | x | -11 | 6 | 3

Ordered by molecular weight (low to high): some entries from above
SMILES | PAD4 FP inh | LYPLA2 inh | LYPLA1 inh | GSTO1 inh | PREPL inhibitor | EBNA-1 inhibitor | PAFAH2 FP inh | PAFAH1B3 inh | ZTA counter
O=c1c2cc(Cl)ccc2[nH]c(=S)n1Cc1cccs1 | 0 | 5 | -3 | 7 | 12 | 4 | -7 | -7 | -9
COc1ccccc1C(O)(C(=O)NN(C)c1ccccc1)c1ccccc1OC | 0 | 0 | -3 | -2 | 8 | -5 | 3 | 9 | -10
CC(C)N(C(=O)CSc1ccc(S(=O)(=O)N2CCCCC2)cn1)C(C)C | 1 | 1 | 4 | x | 11 | x | -11 | 6 | 3
CCC(C)NC(=O)CNC(=O)c1nn(-c2ccc(OC)cc2)c(=O)c2ccccc12 (configuration not stated) | 1 | 3 | -3 | 1 | 16 | 6 | -5 | -3 | -4

The list goes on.
SMILES | PAD4 FP inh | LYPLA2 inh | LYPLA1 inh | GSTO1 inh | PREPL inhibitor | EBNA-1 inhibitor | PAFAH2 FP inh | PAFAH1B3 inh | ZTA counter
COc1cc2c(cc1OC)N1C(=O)CC(OCC(=O)O)C3C4CC5(CCN5C(=O)C4=O)C2C31 (configuration not stated) | -4 | 2 | 0 | -3 | -1 | 12 | x | x | 4
CC(NC(=O)CNC(=O)C1CCCCC1)c1ccc(S(N)(=O)=O)cc1 (configuration not stated) | -2 | 2 | 0 | 3 | -8 | -4 | 1 | -2 | 8
CC(C)(C)OC(=O)N1CCC[C@H]1C(=O)O | -4 | -2 | -2 | -1 | 24 | -1 | 0 | 0 | -20
COCCNc1oc(-c2ccc(C)cc2)nc1C#N | 3 | 5 | 4 | 5 | 5 | -9 | -2 | 3 | -8
O=[N+]([O-])c1ccc(Cl)c(NC2=NCCCCC2)c1 | -2 | 4 | -3 | 0 | -2 | -1 | 6 | -1 | 6
O=C(O)c1cc(-c2ccc(/C=C3\NC(=O)N(c4ccccc4)C3=O)o2)ccc1Cl | -1 | 4 | 0 | 21 | 23 | 4 | 18 | 5 | 0
O=C(NCCCc1ccccc1)c1ccc(Br)o1 | 0 | 4 | -2 | 2 | -8 | -6 | 1 | 12 | -9
C=CCOC(=O)c1[nH]c2c(c1C)C(=O)CC(c1cc(OC)c(OC)c(OC)c1)C2 (configuration not stated) | 0 | 0 | -2 | -2 | -2 | 3 | 3 | 5 | -12
CC(C)CC(=O)Nc1ccc2c(c1)oc1ccccc12 | -3 | -4 | 3 | -4 | 7 | -3 | 2 | 3 | 2
CCOC1OC2C(CO)OC(n3cnc4c(N)ncnc43)C2O1 (configuration not stated) | 0 | -2 | 0 | 3 | 1 | -4 | -3 | 3 | 6
Cc1c(C)c(C)c(S(=O)(=O)n2[nH]c(=O)c(CCO)c2C)c(C)c1C | -2 | -2 | 2 | 0 | -5 | -8 | 8 | 6 | -5
O=C(N/N=C/c1cccc(Oc2ccccc2)c1)c1cccc(Br)c1 | -4 | -50 | -29 | -14 | -17 | 13 | -35 | -19 | 4
COc1ccc(CNC(=O)C2CCCN2S(=O)(=O)c2ccc(S(=O)(=O)N(C)C)cc2)cc1 (configuration not stated) | -3 | 1 | 0 | 8 | 2 | 2 | -1 | 15 | -8
COC(=O)C/C=N/N=C1/NC(=O)/C(=C/C(=O)O)S1 | -2 | 2 | 0 | -3 | -12 | -8 | -4 | 5 | 27
CCNc1ccc(C(=O)OCC(=O)NC(C)c2ccccc2)cc1[N+](=O)[O-] (configuration not stated) | -5 | -5 | 3 | -2 | -2 | -9 | 83* | 9 | 5
Cc1ccccc1C(=O)Nc1cccc(NC(=O)c2ccc(F)cc2)c1 | -4 | 7 | 1 | -1 | -12 | -11 | -2 | 7 | -4
O=C(O)C/C(=C\c1cc(Cl)c2c(c1)OCO2)c1nc2ccccc2s1 | -10 | -7 | -3 | 15 | 12 | -19 | 19 | 11 | -7
Cn1cccc1C(=O)NC(=O)COC(=O)c1cc(S(=O)(=O)N2CCCCC2)ccc1Cl | -4 | -4 | -1 | 6 | 0 | 3 | x | x | 6
CC(CC(=O)N1CCN(c2ccccc2)CC1)c1ccccc1 (configuration not stated) | 3 | 0 | -2 | 2 | -1 | 7 | -1 | -1 | 9
CC(C)(C)c1ccc(OCC(O)CNC(=O)c2ccccc2C(=O)O)cc1 (configuration not stated) | -1 | -9 | -2 | -1 | -28 | 2 | -1 | -8 | 16
CC(=O)N1CN(C2CC(C)(C)NC(C)(C)C2)Cc2c1sc1c2CCCC1 | -5 | -1 | -2 | 4 | 4 | -9 | 3 | 5 | 10
COC(=O)c1ccc2c(c1)C(C)(C)C(/C=C/c1ccc(O)cc1)=[N+]2C | -111 | -306 | -155 | -205 | -281 | 1 | -202 | -216 | -4
Cc1onc(-c2c(F)cccc2Cl)c1C(=O)Nc1cccc(S(=O)(=O)NCc2ccco2)c1 | -3 | -4 | 1 | -11 | 8 | -8 | -3 | 3 | 2
O=C1NCCN1Cc1ccccc1F | 1 | 3 | 3 | -2 | 1 | -6 | -9 | -2 | 1
CCCC(=O)c1c(NCCO)cc(C)oc1=O | 3 | -3 | 2 | 6 | 9 | 10 | 2 | 7 | -1
C/C(NCc1ccccc1)=C(\C#N)C(=O)NCc1ccccc1 | 2 | 7 | 3 | 3 | -9 | -6 | 2 | 7 | -3

These rows are one share of the data, so the mix of outcomes need not match the whole.
